PrPC TRFRET = inhibitors of human cell surface prion protein PrPC, primary screen, cell-based, TR-FRET | inhibition, % at 13.8 µM | TR-FRET read-out | hit rate 0.43% among 370,000; in the data active = inhibition above about 24%; also: 0% = median of the test wells and 100% = reference compound wells
PfHsp40 yeast = rescue of yeast from PfHsp40 toxicity, primary screen, S. cerevisiae, ATP luminescence; S. cerevisiae expressing PfHsp40, growth rescue; growth rescue, % at 12.5 µM; hit rate 0.68% among 340,000; in the data active = growth rescue above about 28%, passing the limit was not always enough;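 also: yeast W303a lacking pdr1 and pdr3 grown in galactose medium; growth measured after three days at 30 °C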
BoNT A protease = BoNT/A light chain protease inhibitors, primary screen, biochemical, flow cytometry, MLPCN library. Botulinum neurotoxin type A light chain protease (Clostridium botulinum A str. ATCC 3502). multiplex microsphere protease substrate cleavage. inhibition, % at 10 µM. hit rate 0.17% among 360,000. AID 588499, 2011; also: plate controls were buffer without enzyme for full effect and enzyme alone for no effect
SSB-PriA inh = inhibitors of Klebsiella pneumoniae PriA binding to SSB C-terminal tail, primary screen, biochemical, AlphaScreen; PriA–SSB C-terminal tail interaction (Klebsiella pneumoniae); AlphaScreen SSBct-PriA binding, biotinylated peptide; inhibition, % at 33 µM; AID 1272365, 2023; hit rate 0.6% among 430,000; in the data active = inhibition mostly above about 37%, no sharp cut-off; inactive = mostly below about 20%;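 also: plate controls were negative control peptide for no effect and reference peptide for full effect; strong numbers were not always called active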
TcdB GH inh = TcdB glycohydrolase inhibitors, primary screen, biochemical, single point, plate reader. AID 652162, 2013. TcdB glycohydrolase enzymatic assay. inhibition, % at 9.99 µM. hit rate 0.24% among 350,000. Toxin B (Clostridioides difficile), P18177; in the data active = inhibition above about 10%
3CLpro inhibitor = SARS-CoV 3CLpro protease inhibitors, primary screen, biochemical, quenched FRET; inhibition, % at 6 µM; recombinant SARS-CoV 3CLpro, quenched FRET peptide cleavage; hit rate 0.14% among 290,000; Replicase polyprotein 1ab (Severe acute respiratory syndrome coronavirus), P0C6X7; in the data active = inhibition above about 12%
Y pestis TopoI = Yersinia pestis topoisomerase I inhibitors, primary screen, biochemical, cleavage product accumulation, plate reader, single point | Y. pestis Topo-I cleavage product accumulation | DNA topoisomerase I (Yersinia pestis CO92) | AID 504884, 2011 | hit rate 0.064% among 360,000 | activity, % at 10 µM; in the data active = activity above about 50%, passing the limit was not always enough; also: inactives centre near 2
Anthrax LF prot = Bacillus anthracis LF protease inhibitors, primary screen, biochemical, multiplex microsphere, MLPCN library; Lethal factor (Bacillus anthracis), P15917; multiplex microsphere protease cleavage assay; inhibition, % at 10 µM; hit rate 0.12% among 360,000; AID 588501, 2011; also: plate controls were buffer without enzyme for full effect and enzyme alone for no effect
Target sequence (P15917 whole entry, looked up): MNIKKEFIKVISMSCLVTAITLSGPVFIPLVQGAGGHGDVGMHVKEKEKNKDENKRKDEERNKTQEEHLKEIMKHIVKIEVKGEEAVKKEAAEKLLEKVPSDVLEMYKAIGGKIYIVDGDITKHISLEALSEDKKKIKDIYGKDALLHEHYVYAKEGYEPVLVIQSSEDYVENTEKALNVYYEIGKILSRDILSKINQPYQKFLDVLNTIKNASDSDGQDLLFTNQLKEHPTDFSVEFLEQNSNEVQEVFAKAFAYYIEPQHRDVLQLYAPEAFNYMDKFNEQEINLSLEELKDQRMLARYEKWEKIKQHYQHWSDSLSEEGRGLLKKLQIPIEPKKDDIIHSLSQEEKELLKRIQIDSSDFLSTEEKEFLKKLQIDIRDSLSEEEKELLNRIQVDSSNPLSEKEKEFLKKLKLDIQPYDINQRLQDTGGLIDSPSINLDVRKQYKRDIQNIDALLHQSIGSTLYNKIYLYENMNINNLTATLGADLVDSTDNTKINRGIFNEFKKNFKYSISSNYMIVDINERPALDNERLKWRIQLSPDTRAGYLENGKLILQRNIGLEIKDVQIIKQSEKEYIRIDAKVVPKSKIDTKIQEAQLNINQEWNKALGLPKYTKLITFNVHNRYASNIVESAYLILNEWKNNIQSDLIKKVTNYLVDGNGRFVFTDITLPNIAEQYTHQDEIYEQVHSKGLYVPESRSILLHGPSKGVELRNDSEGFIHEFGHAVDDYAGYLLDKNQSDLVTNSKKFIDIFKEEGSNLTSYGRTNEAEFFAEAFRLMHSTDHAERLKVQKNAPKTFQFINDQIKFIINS
BH1578 lux ind = inducers of Vibrio cholerae quorum light production without autoinducers, primary screen, BH1578 luxS cqsA deficient, single point | V. cholerae BH1578 lux reporter, luminescence, 6 h | AID 588436, 2011 | activation, % at 18.7 µM | hit rate 0.16% among 350,000; in the data active = activation mostly above about 9.7%, no sharp cut-off; also: not every result past the cut was called active; inactives centre near 0; reference of the scale not given here
* = called active by the depositor; i = inactive; . = no result given; & = joins results of further samples. Rule as the data show it, unless noted: active = inhibition above about 30%; inconclusive = no clear call, values can overlap the other calls; inactive = below that.

SMILES | PrPC TRFRET | PfHsp40 yeast | BoNT A protease | SSB-PriA inh | TcdB GH inh | 3CLpro inhibitor | Y pestis TopoI | Anthrax LF prot | BH1578 lux ind
CC(C)NS(=O)(=O)c1ccc(OCC(=O)NC(C)c2ccccc2)cc1 (stereo unspecified) | -1 | 0.9 | -0.2 | -4 | -1.8 | 2 | 1 | 2 | -0.9
CN(C)CCNC(=O)c1cccc(-c2cnc3c(NC=O)cc(-c4cccs4)cn23)c1 | 9 | . | 5.3 | . | 1.4 | . | -17 | -8 | i
O=C(O)c1ccccc1-c1csc(-c2ccccc2)n1 | -5 | -0.1 | -3.0 | 4 | 0.9 | -7 | -4 | -2 | i
CCOC(=O)c1c(-c2ccc(C)c(C)c2)csc1NC(=O)C1CC=CCC1C(=O)O (stereo unspecified) | -1 | 1.9 | 1.3 | -13 | . | 3 | 21 | 6 | i
O=S(=O)(CCN1C=CC(C(F)(F)F)=NCC1)c1ccc(Cl)cc1Cl | -2 | 1.5 | . | 2 | 1.1 | 1 | -9 | . | 0.0
CN(C)S(=O)(=O)c1ccc(Cl)c(NC(=O)CNC2(C)CCS(=O)(=O)C2)c1 (stereo unspecified) | 3 | -0.2 | -0.2 | 4 | -12 | . | 7 | -1 | i
CC1CCc2nc3ccc(S(=O)(=O)N4CCC(C(=O)N5CCCCCC5)CC4)cc3c(C(=O)O)c2C1 (stereo unspecified) | -4 | 0.2 | -0.3 | -9 | -1.0 | -8 | -1 | 2 | i
CCOC(=O)c1cnn(-c2nc(C)cc(C)n2)c1N | 7 | -0.5 | -0.3 | -3 | . | -7 | -5 | -1 | -2.1
CCOC(=O)C(NC(=O)NCc1cccc(C(F)(F)F)c1)(OCC)C(F)(F)F (stereo unspecified) | -2 | 1.4 | -1.6 | -7 | 1.6 | 3 | -4 | 0 | -0.4
O=S(=O)(Nc1cccc2ccccc12)c1cccs1 | -1 | -0.6 | -0.8 | 9 | 2.4 | 7 | 6 | -4 | i
Cc1ccc(C)c(N2CCN(C(=O)Cn3cccc3)CC2)c1 | -2 | -0.2 | 0.1 | 13 | . | 1 | -4 | -4 | -0.4
C[C@@H]1OC(C2CCCCC2)N(C)[C@H]2C[C@H]3c4[nH]c5ccccc5c4CCN3C[C@@H]12 (stereo partly specified) | -3 | . | 5.9 | . | 0.6 | . | . | 4 | .
Cc1sc(NC(=O)Cc2ccc3c(c2)OCO3)nc1-c1ccc2c(c1)CCN2C(=O)c1ccccc1F | -1 | -0.6 | -1.7 | -8 | . | 4 | 13 | -4 | -0.3
CSc1cccc(NC(=O)CN(C2CCCCC2)S(C)(=O)=O)c1 | 0 | -0.1 | 0.5 | -26 | . | 1 | -1 | 1 | i
CSc1cccc(NC(=O)CN(c2ccccc2)S(=O)(=O)N(C)C)c1 | -2 | 0.3 | -0.3 | -9 | . | 4 | 9 | -1 | i
COc1ccc(-n2nc3c(c2NC(=O)c2cc4ccccc4o2)CS(=O)(=O)C3)cc1 | -5 | -0.3 | -1.4 | -1 | 0.4 | 3 | 18 | -3 | 0.1
CC(C)CC(N)c1csc(NC(=O)C(c2ccccc2)c2ccccc2)n1 (stereo unspecified) | -5 | . | -0.5 | . | 1.1 | . | -25 | -7 | 0.4
CCOCc1nnc(NC(=O)c2c(-c3ccccc3)noc2C)s1 | 3 | 0.8 | -1.4 | -18 | -0.1 | 3 | 5 | -1 | -0.1
COc1cccc(/C=C2\SC(=S)N(CCCC(=O)Nc3cc(C)on3)C2=O)c1 | 1 | 0.2 | -0.6 | -2 | 2.4 | 3 | 3 | 2 | -0.4
CNc1ncc(C(=O)C(C)(C)C)s1 | 3 | -0.4 | -0.6 | 1 | . | 0 | 0 | 2 | -1.0
CCCCCCCCCCC(C(=O)O)C1(C(=O)O)CCC(=O)O1 (stereo unspecified) | -1 | . | -0.3 | . | -1.7 | . | -1 | 3 | -0.5
CCOc1ccccc1N1CCN(C(=O)NCc2ccc(C)cc2)CC1 | 0 | 1.1 | 0.0 | -10 | 0.3 | 3 | 23 | -2 | -0.1
CCOc1ccc(N(CC(=O)NC(C(C)C)C(C)C)S(=O)(=O)c2ccc(OC)c(OC)c2)cc1 | 3 | 0.4 | -0.7 | 1 | 1.4 | 1 | 31 | 0 | -0.1
CCOP(=O)(OCC)c1nc(-c2ccccc2)oc1NCc1ccccc1 | 10 | 1.4 | -0.7 | 5 | 0.7 | 2 | 46 | 0 | 0.6
CCNC(=O)NC(=O)C(C)OC(=O)c1oc2ccc(OCC)cc2c1C (stereo unspecified) | 0 | 0.9 | 1.2 | -8 | . | -4 | 8 | -2 | 0.4

The closing two records of the part above lead into the next.
SMILES | PrPC TRFRET | PfHsp40 yeast | BoNT A protease | SSB-PriA inh | TcdB GH inh | 3CLpro inhibitor | Y pestis TopoI | Anthrax LF prot | BH1578 lux ind
CCOP(=O)(OCC)c1nc(-c2ccccc2)oc1NCc1ccccc1 | 10 | 1.4 | -0.7 | 5 | 0.7 | 2 | 46 | 0 | 0.6
CCNC(=O)NC(=O)C(C)OC(=O)c1oc2ccc(OCC)cc2c1C (stereo unspecified) | 0 | 0.9 | 1.2 | -8 | . | -4 | 8 | -2 | 0.4
C[C@H](CO)N1C[C@H](C)[C@@H](CN(C)Cc2ccncc2)Oc2c(NS(=O)(=O)c3ccc(Cl)cc3)cccc2C1=O | 2 | 1.1 | 0.4 | -23 | -0.3&-0.4 | . | 1 | 4 | -1.9
CC1CCCCN1Cc1nc2c(c(=O)n(C)c(=O)n2C)n1Cc1c(F)cccc1Cl (stereo unspecified) | . | 0.7 | 0.3 | -6 | . | -1 | -3 | -2 | 0.0
O=S(=O)(NCCCc1ccccc1)c1ccc(Br)cc1 | -2 | 8.0 | -1.1 | -26 | -1.2 | . | -8 | -6 | i
COc1ccc(C2Nc3ccccc3C(=O)N2NS(=O)(=O)c2ccccc2)c(OC)c1 (stereo unspecified) | -1 | -2.3 | -0.8 | -9 | 0.3 | 2 | -1 | -1 | 0.6
CCS(=O)(=O)c1ccc(O)c(NC(=O)COc2ccc(C)cc2)c1 | 9 | 0.8 | -0.4 | -7 | . | 4 | 1 | -1 | i
COc1ccc(-c2nnc(-c3ccc(N)cc3)o2)cc1 | 8 | -1.3 | 1.0 | -1 | . | 2 | -6 | -6 | -0.7
CCOc1ccc(NC(=O)CN(C)C(=O)CSCc2ccc(C)cc2)cc1OCC | 2 | 5.0 | 3.9 | 8 | 0.9 | . | 12 | -5 | i
Cc1ccccc1N1C(=O)C2ON(c3ccccc3)C(c3cccnc3)C2C1=O (stereo unspecified) | -5 | 0.6 | 0.2 | 2 | . | 2 | 0 | 1 | -0.3
COC(=O)c1cc(C)nc(Sc2ccccc2NC(C)=O)n1 | -5 | . | -0.5 | -12 | 1.4 | 1 | 0 | -1 | 0.9
Cc1nc(Nc2ccc(Cl)cc2)c(C#N)c(=O)[nH]1 | 11 | -0.1 | -3.3 | -7 | 1.3 | -6 | -1 | -14 | -0.4
CCOC(=O)[C@]12CCCC=C1N(Cc1cccc3ccccc13)C(=O)[C@H](CC(=O)NCc1cccc3ccccc13)C2 | 4 | . | -0.2 | . | -0.9 | . | . | 3 | .
O=C(N/N=C/c1cccc(OC(=O)c2ccco2)c1)c1ccc(F)cc1 | 2 | -0.2 | -0.4 | . | . | 5 | 2 | -2 | -0.2
COC(=O)c1ccccc1NC(=O)N1CCCC1 | -5 | -0.8 | -0.4 | -5 | . | 2 | -9 | 0 | 1.0
CCOC(=O)[C@H]1[C@H]2COc3ccccc3[C@@H]2N2C(=O)[C@@H](CO)NC(=O)[C@@]12C | -3 | -0.2 | -0.6 | -26 | 0.5 | . | 5 | -2 | i
CN(CCO)c1ccc(-c2nn(C)c(=O)c3ccccc23)cc1[N+](=O)[O-] | -28 | -1.6 | 0.9 | -1 | 1.6 | -2 | 5 | -10 | 0.9
O=C(CSc1nncn1-c1cccnc1)Nc1ccccc1C(F)(F)F | -5 | 0.8 | -2.1 | -9 | 1.4 | -3 | -4 | -8 | -0.5
O=C(N/N=C/c1cc([N+](=O)[O-])ccc1Cl)c1cc(-c2ccccc2)nc2ccccc12 | 6 | -0.7 | 0.6 | i | 2.0 | 2 | -2 | 1 | -0.3
CCOC(=O)c1cnn(CCOC(=O)C2CC2)c1NC(=O)C1CC1 | -8 | 0.4 | 1.1 | -1 | . | -2 | 5 | -2 | -0.5
O=C(CSc1nc2ccccc2c(=O)n1-c1ccccc1F)NC1CCS(=O)(=O)C1 (stereo unspecified) | -2 | -0.4 | -0.1 | -7 | 0.2 | . | 6 | -6 | i
CCCCCCN1C[C@H](n2cc(COC(=O)c3ccccc3)nn2)[C@@H](O)C[C@@H]1c1ccc(OC)cc1 | -4 | . | -0.2 | . | -1.7 | . | 0 | -8 | -0.4
CCN(CC)CCN(C(=O)c1ccc(N2C(=O)CCC2=O)cc1)c1nc2cc3c(cc2s1)OCCO3 | -8 | 1.0 | -0.7 | -2 | 0.3 | 1 | 10 | 4 | -0.5
O=C(O)c1cc(-c2ccc(/C=N/Nc3ccc([N+](=O)[O-])cn3)o2)ccc1Cl | -7 | 1.0 | -1.0 | . | 1.4 | 0 | -5 | -1 | -0.5
S=c1[nH]nc(C2CCCCC2)n1/N=C/c1c(Cl)cccc1Cl | 4 | -1.7 | -1.2 | . | -0.1 | 0 | 6 | -5 | i
Cc1cc(=O)oc2cc(OCC(O)CN3CCc4ccccc4C3)ccc12 (stereo unspecified) | -1 | 1.2 | 0.8 | -3 | . | -4 | 1 | 2 | .
O=C(Cc1ccc(S(=O)(=O)N2CCOCC2)s1)Nc1ccccc1Br | -7 | -0.4 | 2.2 | 0 | 0.6 | 2 | -3 | -9 | i
CC1=C2C3OC(=O)C(C)C3CC[C@@]2(C)C=CC1=O (stereo partly specified) | 7 | -1.9 | -1.6 | -6 | 0.2 | 1 | 4 | -4 | -1.2

Three neighbouring entries from above:
SMILES | PrPC TRFRET | PfHsp40 yeast | BoNT A protease | SSB-PriA inh | TcdB GH inh | 3CLpro inhibitor | Y pestis TopoI | Anthrax LF prot | BH1578 lux ind
Cc1cc(=O)oc2cc(OCC(O)CN3CCc4ccccc4C3)ccc12 (stereo unspecified) | -1 | 1.2 | 0.8 | -3 | . | -4 | 1 | 2 | .
O=C(Cc1ccc(S(=O)(=O)N2CCOCC2)s1)Nc1ccccc1Br | -7 | -0.4 | 2.2 | 0 | 0.6 | 2 | -3 | -9 | i
CC1=C2C3OC(=O)C(C)C3CC[C@@]2(C)C=CC1=O (stereo partly specified) | 7 | -1.9 | -1.6 | -6 | 0.2 | 1 | 4 | -4 | -1.2

2 entries from above, with values under each structure:
Order of results: PrPC TRFRET	PfHsp40 yeast	BoNT A protease	SSB-PriA inh	TcdB GH inh	3CLpro inhibitor	Y pestis TopoI	Anthrax LF prot	BH1578 lux ind
O=C(CSc1nc2ccccc2c(=O)n1-c1ccccc1F)NC1CCS(=O)(=O)C1 (stereo unspecified)
 : -2	-0.4	-0.1	-7	0.2	.	6	-6	i
O=C(O)c1ccccc1-c1csc(-c2ccccc2)n1
 : -5	-0.1	-3.0	4	0.9	-7	-4	-2	i

Some of the compounds tested; count on the stated rates, not on these rows.
